From PubChem BioAssay
KOR beta-arrestin-1 – KOR agonists, beta-arrestin recruitment, primary screen, cell-based, luminescence, uHTS (AID 1777). KOR beta-arrestin recruitment, luminescence; higher % means a stronger effect. one-dose activation, % at 10 µM; EC50 in µM for titrated hits. 280,000 compounds, 0.02% hits; in the data active = activation above about 50%, passing the limit was not always enough; note: a part of the inactive calls stands beside numbers as strong as those of hits
KOR beta-arrestin-2 – KOR antagonists, beta-arrestin recruitment, cell-based, luminescence, uHTS (AID 1778) | one-dose inhibition, % at 10 µM; IC50 in µM for titrated hits | KOR beta-arrestin recruitment, luminescence, antagonist mode; higher % means a stronger effect | 290,000 compounds, 0.091% hits; in the data active = inhibition above about 50%; note: strong numbers were not always called active
GPR55 antagonists – inhibition of LPI-stimulated GPR55 beta-arrestin translocation – imaging, U2OS, beta-arrestin-GFP, LPI agonist, primary screen (AID 2013). 290,000 compounds, 0.13% hits. U2OS GPR55 beta-arrestin-GFP translocation imaging, LPI antagonism; higher % means a stronger effect. inhibition, % at 10 µM, or IC50 in µM where a hit was titrated;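 active = spots per cell inhibited over 60%, with over 100 cells counted and total cytoplasm intensity under 500,000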;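 note: U2OS cells stably carrying GPR55 and arrestin-GFP stimulated by 5 µM LPI near EC80; imaged beta-arrestin-GFP aggregate spots per cell after agonist stimulation; plate controls were LPI-stimulated DMSO wells for no effect and DMSO wells without LPI for full effect; some results filed as inactive read as strong as hits; confirmed hits need IC50 under 10 µM and bright autofluorescent wells are also inconclusive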
GPR35 antagonists – inhibition of zaprinast-stimulated GPR35 beta-arrestin translocation – imaging, U2OS, beta-arrestin-GFP, zaprinast agonist, primary screen (AID 2058); U2OS GPR35 beta-arrestin-GFP translocation imaging, zaprinast antagonism; higher % means a stronger effect; inhibition, % at 10 µM; hits with a dose series show IC50 in µM; 290,000 compounds, 0.052% hits;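 active = inhibition of at least 50% with at least 30 cells and total cytoplasm GFP at most 10,000,000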
West Nile antiviral – West Nile virus antiviral activity, cell-based, CPE readout (AID 1621); West Nile virus-infected cells, CPE inhibition; higher % means a stronger effect; one-dose CPE inhibition, % at 10 µM; IC50 in µM for titrated hits; 290,000 compounds, 0.02% hits; in the data active = a potency from the dose series; note: strong numbers were not always called active
NOD1 NF-kB reporter – inhibition of NOD1-driven NF-kB reporter – cell-based, luminescence, uHTS, primary screen (AID 1578) | NOD1-driven NF-kB luciferase reporter cells, luminescence; higher % means a stronger effect | inhibition, % at 4 µM; hits with a dose series show EC50 in µM | 290,000 compounds, 1% hits; in the data active = inhibition mostly above about 36%, no sharp cut-off; inactive = mostly below about 34%;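 note: HEK-293T reporter cells stimulated with the NOD1 agonist gamma-tri-DAP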
GPR55 beta-arrestin – selective activators of receptor GPR55 – imaging, U2OS cells, beta-arrestin-GFP redistribution, primary screen (AID 1961); U2OS GPR55 beta-arrestin-GFP redistribution imaging; higher % means a stronger effect; one-dose activation, % at 10 µM; EC50 in µM for titrated hits; 290,000 compounds, 0.048% hits;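 active = activation above 40% with more than 50 cells counted in the well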;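 note: U2OS osteosarcoma cells stably expressing GPR55 and beta-arrestin-GFP; plate controls were DMSO negative control for no effect and LPI positive control for full effect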
NS5 inhibitors – Dengue-2 NS5 methyltransferase inhibitors, primary screen, biochemical, confirmation dose response (AID 588689). inhibition, % at 25 µM; hits with a dose series show IC50 in µM. 340,000 compounds, 0.3% hits. Dengue-2 NS5 methyltransferase capping enzyme assay, biochemical; higher % means a stronger effect; in the data active = a potency from the dose series
HIV fusion peptide – cell-free HIV fusion peptide-binding blockers – biochemical, uHTS, fluorescence dequenching, primary screen (AID 1986). cell-free peptide binding, fluorescence dequenching, 30 min; higher % means a stronger effect. inhibition, % at 20 µM, or IC50 in µM where a hit was titrated. 290,000 compounds, 0.3% hits; in the data active = inhibition mostly above about 52%, no sharp cut-off; inactive = mostly below about 76%; note: some results filed as inactive read as strong as hits
NS5 inhibitors pilot replicate – second read-out of NS5 inhibitors, no call of its own (marks repeat the call); inhibition, %; measured here: pilot screen replicate inhibition
* hit, by the source's call; . = not tested or not shown; [ ] = dose if it differs, or a comment.

SMILES | KOR beta-arrestin-1 | KOR beta-arrestin-2 | GPR55 antagonists | GPR35 antagonists | West Nile antiviral | NOD1 NF-kB reporter | GPR55 beta-arrestin | NS5 inhibitors | HIV fusion peptide | others
O=C(CCc1nnc(CCC2CCCCC2)o1)NCCc1cccnc1 | . | -6%[20 µM] | 7% | 6% | -0.9% | -36% | -0.1% | . | 0.8%
S=C(Nc1ccccc1Cl)NC1CC2CCCC(C1)N2C1CC1 (stereo unspecified) | -0.6% | -4% | -2% | 7% | -1.0% | -21% | -0.1% | -3% | -0.2%
O=C(Oc1cccc2cccnc12)c1ccco1 | -1.9% | 24% | -14% | -8% | 0.0% | -8% | -0.3% | 1% | 5.8%
COc1ccc(Cn2nnnc2CN2CCN(c3ccc(OC)cc3)CC2)cc1 | -0.9% | 3% | -6% | -8% | -0.3% | -37% | 0.1% | 2% | -1.3%
CC[n+]1c(/C=C/Nc2ccccc2)sc2ccccc21 | 4.0% | -24% | 2% | 15% | -0.5% | -7% | 0.3% | -6% | 0.9%
CCS(=O)(=O)n1nc(-c2ccc(C)cc2)nc1N | -0.8% | 13% | 10% | -6% | 0.4% | . | 0.3% | -11% | 1.3%
Cc1ccc2nc(CSc3nnc(Nc4ccccc4F)s3)cc(=O)n2c1 | 6.0% | 22% | 1% | -6% | -1.2% | -22% | -0.2% | 4% | 7.0%
COC(=O)c1ccc(NC(=O)CCN2C(=O)C3C4CCC(C4)C3C2=O)cc1 (stereo unspecified) | -1.2% | 4% | -3% | -7% | -0.1% | -36% | -0.1% | -1% | 0.4%
c1ccc(CCn2nnnc2CN2CCc3ccccc32)cc1 | 5.1% | 1% | 2% | 10% | -0.3% | 0% | -0.2% | -13% | 1.1%
O=C(Cn1cc2c(n1)CCCCC2)NCc1ccccc1 | -0.7% | -11% | -1% | 18% | -0.2% | -8% | -0.1% | -1% | 1.1%
C=CCNC(=S)Nc1ccc(C)c(S(=O)(=O)N2CCCCC2)c1 | -3.4% | 6% | -5% | -5% | -0.8% | -11% | 0.4% | -1% | 0.9%
CC(C)[C@H](NC(=O)[C@@H]1Cc2c([nH]c3ccccc23)C2c3ccccc3C(=O)N21)C(=O)NCC1CCCO1 (stereo partly specified) | -1.8% | -51%[20 µM] | -1% | 1% | -0.6% | -27% | -0.1% | 6% | 1.2%
CN(C)C(=O)Nc1ccccc1CC[N+](=O)[O-] | -6.0% | 0% | 4% | 10% | 0.1% | -28% | 0.2% | 7% | -2.2%
CCN1CCN(C(CNS(=O)(=O)c2ccc(Br)cc2)c2cccnc2)CC1 (stereo unspecified) | 3.4% | -11% | 17% | -1% | -0.6% | -6% | -0.1% | -7% | 2.9%
Cc1ccsc1C(=O)N1CCCC(N(C)Cc2ccccc2)C1 (stereo unspecified) | -0.5% | 8% | 13% | 2% | -0.9% | -35% | -0.1% | -9% | 1.2%
CCc1cccc(N(C(=O)c2csnn2)C(C(=O)NC(C)(C)C)c2ccncc2)c1 (stereo unspecified) | . | 1%[20 µM] | 6% | 5% | 0.0% | -18% | -0.2% | -10% | -0.6%
Cc1ccc(-c2nn(CC(=O)O)c(=O)c3ccccc23)cc1 | 11% | -5% | 10% | 5% | 0.9% | -27% | -0.3% | -6% | 3.3%
CCc1nc2ccccc2c(C(=O)Nc2cccc(C)c2)c1C | 8.2% | -14% | -4% | 1% | -0.3% | 15% | -0.2% | 4% | 0.7%
CC(=O)c1c(C)[nH]c(C(=O)CSc2nnc(N)s2)c1C | 5.2% | -16% | 0% | -5% | -0.1% | -24% | -1.1% | -4% | -2.4%
COc1ccc(-n2nc(C(=O)NCC(=O)NC3CCCCC3)c3ccccc3c2=O)c(OC)c1 | -3.8% | -17% | -2% | 7% | 0.0% | -42% | -0.2% | 6% | -0.7%
O=c1c2ccccc2n2nnnc2n1-c1ccccc1 | 4.8% | -32% | 14% | -2% | 0.0% | -13% | -0.2% | -3% | -0.3%
O=C(NNS(=O)(=O)c1ccccc1)c1ccc([N+](=O)[O-])cc1 | -3.6% | 4% | -2% | -12% | 0.8% | -22% | 0.9% | 0% | 0.1%
CCOC(=O)N1CCN(C(=O)N2CCOCC2)CC1 | -1.8% | 2% | -6% | 9% | 0.1% | -25% | 0.0% | -5% | 0.3%
O=C(CNS(=O)(=O)c1ccc(F)cc1)N1CCN(c2ccc(F)cc2)CC1 | -2.0% | 12% | 7% | 0% | -0.6% | -20% | 0.3% | -5% | 0.5%
CN(C)S(=O)(=O)c1cccc(NC(=S)NCc2ccc3c(c2)OCO3)c1 | 3.2% | 31% | 11% | -1% | -1.2% | -15% | 0.0% | -5% | 2.5%
CSc1cccc(NC(=S)N(CCC(C)C)C(C)c2ccncc2)c1 (stereo unspecified) | -3.1% | 12% | -4% | -6% | 0.1% | 3% | 0.3% | -10% | -1.2%
CC(C)Nc1nc(NC(C)C)nc(N(C)n2cnnc2)n1 | -12% | -21% | 5% | 8% | -0.3% | 13% | -0.2% | 0% | -0.6%
Cc1cccc(Oc2cc(N)cc([N+](=O)[O-])c2)c1 | 3.7% | 5% | 6% | 7% | . | -10% | -0.1% | -4% | -0.8%
CC(C)CC(CO)N1CCN(C(=O)c2ccc(Cl)cc2Cl)CCC1=O (stereo unspecified) | 0.5% | -18% | -7% | -6% | -0.1% | -27% | 0.2% | 4% | 1.1%
Cc1ccccc1C(=O)Nc1cccc(C#N)c1 | 5.8% | 13% | 8% | 8% | -0.8% | -40% | 0.0% | -2% | 0.2%
CCOC(=O)c1cnn(-c2cccc(Cl)c2)c1N | -2.4% | 1% | 0% | 1% | 0.0% | 2% | 0.4% | -6% | -0.4% | NS5 inhibitors pilot replicate=2.1
CC(=O)c1coc2ccc(OCC(=O)O)cc12 | -1.6% | -10% | -2% | 5% | -0.2% | -3% | -0.1% | -4% | 2.5%
O=C(NS(=O)(=O)c1ccccc1)c1ccccc1 | -2.6% | -14% | 17% | -1% | 0.3% | -30% | 0.0% | -7% | -1.7%
CC1(C)N=C(N)NC(Nc2ccccc2)=N1 | -1.9% | -12% | 5% | 1% | 0.3% | 13% | 0.2% | -1% | -1.4%
CCOc1ccccc1Nc1nnc(SC(C)C(=O)Nc2nc(-c3ccccc3)cs2)s1 (stereo unspecified) | -3.3% | -8% | 2% | 7% | -1.1% | 0% | -0.2% | 4% | -2.2%
CC(=O)Nc1ccc(S(=O)(=O)N2CCN(CCCOc3cc(C)ccc3C)CC2)cc1 | 0.8% | 27% | 49% | -16% | 0.2% | -2% | -0.1% | 2% | -1.9%
CC1(C)Cc2cccc(OCC(=O)Nc3ccccc3C(F)(F)F)c2O1 | 3.7% | 8% | 4% | 8% | 0.3% | -15% | -0.1% | -5% | -1.7%
Cc1ccc(CN2CCN(/N=C/c3cc(Br)cc(Br)c3O)CC2)c(C)c1 | 1.7% | -24% | -3% | 0% | -0.8% | 12% | 0.0% | 7% | 21%
CN1CCN(S(=O)(=O)c2ccc(Oc3ccc(F)c(Cl)c3)nc2)CC1 | 19% | 6% | -7% | -4% | -0.5% | -23% | 0.5% | 7% | -0.3%
C=CCOc1ccccc1CN1CCC(Oc2ccc(C(=O)N3CCCCC3)cc2)CC1 | -1.0% | 6% | 6% | -5% | -1.7% | -10% | 0.7% | -4% | 0.7%
Cc1ccccc1NC(=S)NC(=O)C1CCCCC1 | 5.2% | 2% | 21% | -13% | -0.5% | -36% | -0.1% | -6% | 0.2%
CCc1cc2c3c(c1)C1(C(=O)N3C(C)(C)CC2C)C(C#N)=C(N)N2C(=C1C#N)Nc1ccccc12 (stereo unspecified) | 12% | -16% | 0% | -24% | 2.7% | 13% | -0.1% | 3% | 0.2%
CCOC(=O)N1CCN(C(=O)CNC(=O)c2nn(-c3ccc(OC)c(OC)c3)c(=O)c3ccccc23)CC1 | 3.1% | -12% | 3% | -4% | 0.6% | -20% | 0.5% | -12% | 0.7%
COc1ccc(NC(=O)C2CCN(C(=O)c3cccs3)CC2)cc1 | -3.9% | 2% | 14% | 7% | -0.2% | -3% | 0.0% | -3% | -2.1%
CSc1nnc(CNC(=O)C23CC4CC(CC(C4)C2)C3)n1Cc1ccccc1 | -3.5% | 5% | 14% | -3% | -1.1% | 0% | -0.5% | -3% | -1.5%

Entries shown so far that have an aryl methoxy group:
SMILES | KOR beta-arrestin-1 | KOR beta-arrestin-2 | GPR55 antagonists | GPR35 antagonists | West Nile antiviral | NOD1 NF-kB reporter | GPR55 beta-arrestin | NS5 inhibitors | HIV fusion peptide | others
COc1ccc(Cn2nnnc2CN2CCN(c3ccc(OC)cc3)CC2)cc1 | -0.9% | 3% | -6% | -8% | -0.3% | -37% | 0.1% | 2% | -1.3%
COc1ccc(-n2nc(C(=O)NCC(=O)NC3CCCCC3)c3ccccc3c2=O)c(OC)c1 | -3.8% | -17% | -2% | 7% | 0.0% | -42% | -0.2% | 6% | -0.7%
CCOC(=O)N1CCN(C(=O)CNC(=O)c2nn(-c3ccc(OC)c(OC)c3)c(=O)c3ccccc23)CC1 | 3.1% | -12% | 3% | -4% | 0.6% | -20% | 0.5% | -12% | 0.7%
COc1ccc(NC(=O)C2CCN(C(=O)c3cccs3)CC2)cc1 | -3.9% | 2% | 14% | 7% | -0.2% | -3% | 0.0% | -3% | -2.1%

(listing goes on)
SMILES | KOR beta-arrestin-1 | KOR beta-arrestin-2 | GPR55 antagonists | GPR35 antagonists | West Nile antiviral | NOD1 NF-kB reporter | GPR55 beta-arrestin | NS5 inhibitors | HIV fusion peptide | others
CC1OC23CCCCC2C(C#N)(C(=N)O3)C1(C#N)C#N (stereo unspecified) | -3.0% | 3% | -5% | 3% | 0.3% | -12% | -0.4% | 27% | 5.6%
CCCCCn1c(=O)c(-c2nc3ccccc3[nH]2)c(O)c2ccccc21 | -11% | -31%[20 µM] | 6% | 9% | 0.0% | 0% | -0.1% | . | -2.3%
COc1cccc(NC(=O)COC(=O)c2c3c(nc4ccccc24)CCC(C)C3)c1 (stereo unspecified) | 4.9% | -58% | 2% | -6% | 2.5% | 18% | -0.1% | -7% | 2.7%
Cc1cc(C)n(Cc2ccc(Cl)nc2)n1 | -1.2% | -8% | 15% | -7% | 0.0% | -39% | 0.1% | -1% | 0.0%
CCN(CC)CCCNc1nc(-c2ccccc2)nc2ccccc12 | -1.7% | 8% | 2% | -9% | 15% | -23% | 0.4% | 0% | 1.4%
Cn1ncc(C#N)c1NC(=O)c1nn2cccnc2c1Cl | 0.9% | 0% | 8% | -11% | 0.0% | 5% | 0.2% | -4% | -0.1%
COC(=O)c1cn[nH]c1N | 13% | -17% | 14% | 11% | -0.1% | . | 0.2% | . | 2.7%
CS(=O)(=O)c1ccc(Cl)c(NC(=O)Cc2c(Cl)cccc2Cl)c1 | 1.2% | -34% | -1% | 2% | -0.1% | 20% | 0.1% | -7% | 0.0%
CC(C)(C)C(O)(CC#CCN1CCCC1)c1ccccc1 (stereo unspecified) | -2.9% | -1%[20 µM] | 0% | 9% | -0.4% | -19% | -0.3% | -1% | -1.5%

This is a subset, so the mix of outcomes need not match the whole.
